# FEN1 inhibitor: inhibitors of human flap endonuclease 1. P39748. Recombinant FEN1 flap cleavage, fluorescence, 15 min. Potency, µM (top dose mostly 114 µM), for inactives: at the highest dose activity change, negative = inhibition, hits mostly inhibitors. 390,000 tested, 0.35% active; note: nearly all actives have a fitted effect of over 65% in size
# Target sequence (P39748 whole entry, looked up): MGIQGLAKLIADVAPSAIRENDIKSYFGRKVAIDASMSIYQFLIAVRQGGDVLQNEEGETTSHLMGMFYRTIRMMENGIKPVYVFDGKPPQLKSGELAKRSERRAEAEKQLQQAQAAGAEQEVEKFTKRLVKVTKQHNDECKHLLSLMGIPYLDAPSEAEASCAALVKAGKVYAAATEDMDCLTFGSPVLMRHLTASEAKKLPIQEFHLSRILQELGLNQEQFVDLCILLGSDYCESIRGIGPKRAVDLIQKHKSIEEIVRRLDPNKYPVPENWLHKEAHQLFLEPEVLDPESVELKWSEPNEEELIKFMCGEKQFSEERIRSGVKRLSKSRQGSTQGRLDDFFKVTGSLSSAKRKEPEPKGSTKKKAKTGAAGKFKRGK
#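 In this screen, 50 nM flap DNA substrate was added to 10 nM FEN1 pretreated with compound for 15 min at room temperature; cleavage was followed with reads at 0 and 15 min, and Hill fitting gave concentration–response parameters.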
# N370S GC: N370S glucocerebrosidase modulation, Gaucher chaperone candidate | P04062 | N370S GC spleen homogenate, 4MU-glucoside fluorescence | Potency, µM (highest dose often 59.4 µM), for the others: top-dose activity change, negative = inhibition, usual class: inhibitors | 330,000 tested, 0.092% active | AID 2101;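 note: 0% = full enzyme activity and -100% = no enzyme basal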
# GCN5L2 inh: inhibitors of human GCN5L2 histone acetyltransferase; Q92830; GCN5L2 HAT assay, ThioGlo1 CoA-SH fluorescence; Potency, µM (highest dose often 58.9 µM), for the others: at the top dose activity change, negative = inhibition, hits mostly inhibitors; 390,000 tested, 0.21% active; AID 504327
#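 GCN5L2 (20 nM) in 50mM HEPES pH 7.5, 0.1mM EDTA, 0.01% Tween-20 preincubated 15 min with compounds at room temperature. Reaction started with H3(1-25) 75uM, acetyl-CoA 70uM, ThioGlo1 50uM; CoA-thiol fluorescence (Ex340/Em540) read at 0 and 20 min.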
# An asterisk follows results filed as active; ? = inconclusive; · = no result given; & = joins results of further samples; [ ] = another dose, or the depositor's remark. Calls come from the whole dose curve; as a rule, active = well fitted curve in the direction sought with a large enough effect; inconclusive = small, poorly fitted or top-dose-only effect, or another doubt; inactive = no such curve, though single readings can be large; an effect the other way counts as inactive or inconclusive. Unless noted, % is set by controls: 0 for no effect and ±100 for the full control effect; potency is the fitted concentration of half-maximal effect.
SMILES,FEN1 inhibitor,N370S GC,GCN5L2 inh
Cc1ccc(NS(=O)(=O)c2ccc(NC(=O)CN(c3cc([N+](=O)[O-])ccc3C)S(C)(=O)=O)cc2)c(C)c1,-20%,-5%,-10%
O=C(NNC(=O)c1cc([N+](=O)[O-])ccc1Cl)c1cccs1,1%,1%,1%
CCCOc1ccc(/C=N/NC(=O)C2CC2)c(OCCC)c1,-3%,-6%,0%
CCCOC(=O)c1ccc(-c2c(C)noc2-c2ccc(OC)cc2O)o1,?,0%,-5%
O=C(O)c1ccc(Cl)c(NCc2cccs2)c1,2%,2%,-1%
Cc1cc(Cl)ccc1NC(=O)COC(=O)c1nc2nccc(C)n2n1,10%,2%,0%
CCCNC(=O)COc1coc(CN2CCN(C(=O)c3ccco3)CC2)cc1=O,8%,2%,2%
Cc1ccccc1CSc1nc2nc(C)c(Cc3ccccc3)c(C)n2n1,-16%,·,-3%
CCCCCOc1ccc(NC(=O)C(=O)NCCC2=CCCCC2)cc1,3%,2%,-6%
CC(C)(C)c1cc[n+](C2=C([O-])c3ccccc3C(=O)/C2=N\S(=O)(=O)c2cccs2)cc1,6%,-3%,-1%
Cc1ccc(S(=O)(=O)NCCn2c(C)cc3ccccc32)cc1,·,-7%,-3%
O=C(CC1C(=O)CCCC1=O)c1ccccc1,1%,7%,-20%
C/C(=N\Nc1ccc([N+](=O)[O-])cc1[N+](=O)[O-])C(C)C(C)C (stereo not drawn),11%,2%,-8%
NS(=O)(=O)c1ccc(Nc2nc3ccccc3nc2NS(=O)(=O)c2cccc([N+](=O)[O-])c2)cc1,?,-16%,-28%
O=C(CSc1ccc(-c2ccc3c(c2)OCO3)nn1)Nc1nccs1,6%,-2%,1%
N#Cc1c2c(c(N3CCN(c4ccccn4)CC3)n3c1nc1ccccc13)CCC2,·,7%,3%
Cc1c(C(=O)O)nn(-c2cccc(C(F)(F)F)c2)c(=O)c1C#N,3%,0%,-21%
CCCCCNC(=O)c1cc(S(=O)(=O)N2CCCC2)ccc1F,-11%,-5%,-5%
Cc1nc(Cl)sc1C(=O)Nc1ccc(C(C)(C)C)cc1,3%,-16%,-6%
COc1ccc(C(=O)NCC(c2cccs2)S(=O)(=O)c2cccs2)cc1 (stereo not drawn),-7%,·,-3%
COc1cc2nc(C(C)(C)C)oc(=O)c2cc1OC,4%,0%,-9%
COc1ccc(C(=O)NC2CC(C)(C)Cc3c2cnn3-c2ccccc2)c(OC)c1 (stereo not drawn),-23%,-8%,-17%
COc1ccc(C(=O)NC(=S)NCc2ccc(-c3nc4ccccc4o3)cc2)cc1OC,2%,24%,-27%
CCOc1ccc(C2CC(c3ccc(F)cc3)n3ncnc3N2)cc1 (stereo not drawn),-15%,7%,1%

# Limited to FEN1 inhibitor and GCN5L2 inh (5 entries from above):
canonical_smiles,FEN1 inhibitor,GCN5L2 inh
N#Cc1c2c(c(N3CCN(c4ccccn4)CC3)n3c1nc1ccccc13)CCC2,·,3%
COc1ccc(C(=O)NC2CC(C)(C)Cc3c2cnn3-c2ccccc2)c(OC)c1 (stereo not drawn),-23%,-17%
NS(=O)(=O)c1ccc(Nc2nc3ccccc3nc2NS(=O)(=O)c2cccc([N+](=O)[O-])c2)cc1,?,-28%
COc1ccc(C(=O)NCC(c2cccs2)S(=O)(=O)c2cccs2)cc1 (stereo not drawn),-7%,-3%
O=C(CSc1ccc(-c2ccc3c(c2)OCO3)nn1)Nc1nccs1,6%,1%

# Following part
SMILES,FEN1 inhibitor,N370S GC,GCN5L2 inh
COc1ccc(N2CC(NC(=O)N3CCN(C(=O)c4ccco4)CC3)CC2=O)cc1OC (stereo not drawn),-7%,0%,1%
Cc1cc(C)nc(-n2ncc3c2CC(c2ccc(F)cc2)CC3=O)n1 (stereo not drawn),1%,-22%,-4%
Cc1oc(-c2ccc(Cl)cc2)nc1CS(=O)CC(=O)NC(C)c1ccccc1 (stereo not drawn),-5%,1%,2%
Cc1nc(SC(C(=O)c2ccccc2)c2ccccc2)nc2ccccc12 (stereo not drawn),-2%,26%,4%
COC(=O)c1cc(C(=O)NCc2ccccc2)c(=O)[nH]c1C,8%,-4%,-1%
CC(C)C[C@@H](CO)N1CCN(Cc2cccnc2)CCC1=O,2%&-6%,3%,-1%
CCO[C@@H]1OC(C(=O)NCc2ccccc2)=C[C@H](c2ccc(Br)cc2)[C@H]1CCCO,-16%,1%,-3%
CCCCCC(=O)Nc1ccc(S(=O)(=O)NC2=NCCCCC2)cc1,-2%,·,3%
O=C(NCCc1csc(-c2ccccc2)n1)c1cccs1,13%,2%,1%
O=C(Nc1cccs1)Nc1ccc(Br)cc1F,1%,9%,-4%
O=C(NCCCN1CCOCC1)c1coc2ccccc2c1=O,-3%,-9%,-1%
COc1ccc(CCNC(=O)c2sc3nc4n(c(=O)c3c2C)CCCC4)cc1OC,1%,·,-4%
OC1(c2ccccc2)CCN(Cc2ccccc2)CC1,3%,-3%,-1%
CC1=Nc2cc(C(=O)NCc3ccccc3Cl)ccc2Sc2c(C)ccc(C)c21,11%,·,-5%
COC(=O)c1ccc(NC(=O)CNCc2ccncc2)cc1,4%,-2%,-3%
NC(=O)c1ccc(N=Nc2c(-c3ccccc3)[nH]n(-c3ccccc3)c2=O)cc1,·,3%,-5%
S=C(Nc1cc(Cl)ccc1Oc1ccccc1)N1CCN(c2ccccn2)CC1,-24%,-22%,-1%
CCN(CC)S(=O)(=O)c1ccc2c(c1)N(CC(=O)N1CCN(c3ccc(F)cc3)CC1)C(=O)CO2,-2%,-21%,-4%
CSCC[C@H](NC(=O)OC(C)(C)C)c1nnc(SCC(N)=O)o1,-8%,3%,-3%
O=c1cc(CCl)nc2sc3ccccc3n12,-1%,-4%,-12%
O=C(CCC(=O)N(CC(=O)NC1CCCCC1)Cc1cccs1)Nc1ccccn1,4%,-7%,-11%
O=C(CSc1cc(Cl)ccc1Cl)NCCN1C(=O)CSC1=O,3%,·,-3%
Cc1ccc(N(C)S(=O)(=O)c2csc(C(N)=O)c2)cc1C,16%,?,0%
CCN(CC)c1ccc(N=Cc2ccc(N(CC)CC)cc2O)cc1,?,-12%,-23%
Cn1c(CNC(=O)CNC(=O)c2ccc(C(C)(C)C)cc2)cc(=O)n(C)c1=O,22%,-2%,-5%
O=C(NCC(c1ccc(F)cc1)N1CCOCC1)c1ccccc1F (stereo not drawn),-8%,-5%,0%
COc1ccc(C)cc1NC(=O)Nc1ccc(Br)cn1,5%,0%,-9%[0.501 µM]
COC(=O)C1=C(C)NC(C)=C(C(=O)OC)C1c1ccc(-c2cc(Cl)ccc2Cl)o1,-12%,9%,-2%
CC(=O)c1cccc(NC(=O)c2nc(-c3ccccc3)n(-c3ccccc3C)n2)c1,-9%,·,-12%
COc1ccc(CC(=O)NCc2nnc(SCC(=O)Nc3nccs3)n2-c2ccccc2)cc1,-3%,-8%,-1%
CN1CCN(c2nc(-c3cccnc3)nc3ccccc23)CC1,-16%,-1%&-23%,-1%&-2%
Cc1[nH]c2ccccc2c1C(=O)C(=O)NCCCc1ccccc1,-10%,-8%,-5%
NS(=O)(=O)c1ccc(CCNC(=O)CNC(=O)C2CCCCC2)cc1,1%,-1%,-7%
CCCCCCCCCCCCCCCC(=O)OC/C=C(C)/C=C/C=C(C)/C=C/C1=C(C)CCCC1(C)C,13%,-17%&8%,-6%&-21%
COc1ccc(NC(=S)NC(=O)c2ccc3c(c2)OCCO3)cc1,?,·,-4%
C=CCn1c(=O)c2c3c(sc2n2c(Nc4ccc(OC)cc4)nnc12)CCCC3,10%,15%,-1%
CC1CCN(C(=O)COC(=O)c2cc(Cl)cc(Cl)c2N)CC1,-3%,?,0%
Cc1cc(C)nc(N2CCC(C(=O)Nc3cccc(C(F)(F)F)c3)CC2)n1,-2%,21%,1%
COc1cccc(C(=O)OCC(=O)NCCCc2ccccc2)c1,4%,-7%,3%
Cc1ccc(C)c(OCCC(=O)OCC(=O)NNC(=O)c2ccccc2)c1,-7%,·,-7%
CCCCOc1ccc(/C(O)=C2/C(=O)C(=O)N(CCCOC)C2c2ccncc2)cc1C (stereo not drawn),-14%,-28%,-10%
Cc1ccc(C)c(Cn2c3ccccc3c3cnn(CC(=O)NCCCc4ccccc4)c(=O)c32)c1,1%,·,-1%
CCN(CC)c1nc2c(c(=O)[nH]c(=O)n2C)n1Cc1ccccc1Cl,4%,-6%,-8%
Cc1ccc(Cl)cc1N1CCN(S(=O)(=O)c2cccc(S(=O)(=O)N3CCCC3)c2)CC1,-6%,8%,0%
COc1ccc(-n2c(=S)[nH]c3c(sc(=S)n3-c3ccccc3)c2=O)c(OC)c1,2%,0%,-28%
O=C(c1ccc(Br)o1)N1CCN(c2ccccn2)CC1,3%,16%,1%
Cc1cccc(C)c1NC(=O)CNC(=O)CCC(=O)c1cccs1,-6%,-2%,-2%
COC(=O)Nc1ccccc1C(=O)N1CCCCC1,-7%,12%,0%
O=C(CCSc1ccc(Cl)cc1)NCc1ccccn1,8%,-2%,0%
O=C(CCN1CCN(c2ccccc2F)CC1)Nc1ccc(F)cc1,-4%,-3%,-19%
O=C(NC1c2ccccc2-c2ccccc21)N1CCCCC1,-12%,1%,-7%
CCC(=O)N1CCc2cc(S(=O)(=O)NC(Cc3ccccc3)C(=O)NCc3cccc(OC)c3)ccc21 (stereo not drawn),-10%,·,-11%
CC(=O)C1=C(C)OC(N)=C(C#N)C1c1cccnc1 (stereo not drawn),-2%,-5%,-7%
CCOc1ccc(C2NC(=O)C(C#N)=C(S)N2c2ccc(C)cc2)cc1OC (stereo not drawn),10%,2%,-7%
CC(C)(C)NC(=O)COc1ccc(CNc2ncn[nH]2)cc1,-3%,-7%,-3%
O=C(CCCCCN1C(=O)c2ccccc2C1=O)Nc1nccs1,35%,2%,-4%
CC(=O)c1cccc(-n2c(=O)c3c4c(sc3n(CC(=O)c3ccccc3)c2=O)CN(C(C)=O)CC4)c1,5%,·,2%
Cc1ccc(-c2nn3c(C)nnc3s2)cc1NC(=O)CSc1ccc(Cl)cc1,-3%,2%,-1%
Cc1ccc(-c2cc(C(F)F)n3ncc(C(=O)NCc4ccco4)c3n2)cc1,5%,18%,-15%
O=C(Cc1ccc(-n2c(=O)c3sccc3n(CC(=O)Nc3ccccc3F)c2=O)cc1)NCc1ccco1,18%,-3%,0%

# 2 compounds picked at random from the list so far:
SMILES,FEN1 inhibitor,N370S GC,GCN5L2 inh
Cc1ccc(-c2cc(C(F)F)n3ncc(C(=O)NCc4ccco4)c3n2)cc1,5%,18%,-15%
CCOc1ccc(C2NC(=O)C(C#N)=C(S)N2c2ccc(C)cc2)cc1OC (stereo not drawn),10%,2%,-7%

# Next records
SMILES,FEN1 inhibitor,N370S GC,GCN5L2 inh
CCOC(=O)Cc1nnn(CC(=O)OCC)n1,2%,6%,-11%
CCOc1ccc(-n2c(SCC(=O)Nc3cc(OC)c([N+](=O)[O-])cc3C)nc3ccccc32)cc1,-14%,-5%,-4%
Cc1cc(C)n(-c2ccc(C(=O)Nc3cccc(S(=O)(=O)N(C)C)c3)cc2)n1,2%,-17%,-9%
CC(=O)OC1COC(N2CCc3ccccc32)C(OC(C)=O)C1OC(C)=O (stereo not drawn),-4%,9%,-1%
CN(C)S(=O)(=O)c1ccc(NC(=S)NC(=O)Cc2ccccc2)cc1,-18%,3%,-14%
Cc1cc(/C=C(\C#N)C(=O)NC2CCCCCC2)c(C)[nH]1,9%,-4%,-3%
Cc1cc(N2CCN(S(=O)(=O)c3ccc4c(c3)OCCO4)CC2)n2ncnc2n1,1%,31%,·
Cc1ccc(-c2csc(NC(=O)C3=COCCO3)n2)cc1C,-23%,?,-7%
CCc1cccc(NC(=O)CN2CCCN(Cc3cccc(C)c3)S2(=O)=O)c1,0%,·,18%
COc1ccc(NC(=O)NCCN2CCN(c3ccc(C)cc3)CC2)c(Cl)c1,2%,-2%,1%
CC(C)(C)OC(=O)NOCC(=O)N(CC(=O)c1ccccc1)Cc1ccccc1,?,-19%,-9%
CCc1ccc(NC(=O)CN2C(=O)CC(c3ccccc3)Sc3ccccc32)cc1 (stereo not drawn),18%,·,-2%
COc1cc(SC)ccc1C(=O)N1CCCc2ccccc21,-18%,-13%,3%
O=C(Nc1cccc(S(=O)(=O)N2CCCCCC2)c1)c1cncc(Br)c1,-17%,·,-7%
O=C(CS(=O)(=O)c1ccccc1)Nc1nnc(-c2cccs2)o1,7%,-2%,-6%
CCCC(=O)Nc1nc(C)c(-c2csc(Nc3cc(OC)ccc3OC)n2)s1,3%,-23%,-1%
COc1cccc(OC)c1OCCOc1ccc(C(=O)c2ccccc2)cc1,-3%,12%,-10%
CC(C)NC(=O)c1sc2nc(-c3cccs3)cc(-c3cccs3)c2c1N,-6%,1%,2%
CCc1ccc(-c2nc(SCC(=O)N3CCOCC3)n[nH]2)cc1,3%,-4%,-2%

# Bioassay records: PubChem BioAssay, National Center for Advancing Translational Sciences (NCATS)
